Source: PubChem BioAssay
TROY NFkB inh: inhibitors of TROY-dependent NF-kB signaling | Q293 LMP1-TROYcd NF-kB luciferase reporter, 4 h | inhibition, % at 10 µM | 0.98% of 360,000 active | AID 1347056;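 active means compounds whose plate-normalised and pattern-corrected inhibition of the luciferase reporter signal at the single screening dose is 50% or more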
C8 TRAIL sens: sensitizes caspase-8 expressing cells to TRAIL | NB7+C8 cells + TRAIL, ATPlite viability luminescence | inhibition (viability loss, TRAIL sensitization), % at 10 µM | 1% of 360,000 active;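 active means compounds causing at least 50% loss of cell viability in the single-dose screen, relative to plate controls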
NR2E3 ag-1: agonists of human NR2E3 nuclear receptor | AID 602229 | CHO-S Gal4-NCOR/VP16-NR2E3 two-hybrid, luciferase | Q9Y5X4 | inhibition of corepressor binding, % at 3.98 µM | 0.35% of 360,000 active;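 active means inhibition above the mean of all tested compounds plus 3 SD, cut at about 70% in these data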;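 further: 0% = DMSO with NR2E3 transfected cells and 100% = cells lacking NR2E3 construct; higher means lower luciferase signal from less NR2E3 corepressor binding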
Target sequence (Q9Y5X4 whole entry, looked up, the tested form may be a part): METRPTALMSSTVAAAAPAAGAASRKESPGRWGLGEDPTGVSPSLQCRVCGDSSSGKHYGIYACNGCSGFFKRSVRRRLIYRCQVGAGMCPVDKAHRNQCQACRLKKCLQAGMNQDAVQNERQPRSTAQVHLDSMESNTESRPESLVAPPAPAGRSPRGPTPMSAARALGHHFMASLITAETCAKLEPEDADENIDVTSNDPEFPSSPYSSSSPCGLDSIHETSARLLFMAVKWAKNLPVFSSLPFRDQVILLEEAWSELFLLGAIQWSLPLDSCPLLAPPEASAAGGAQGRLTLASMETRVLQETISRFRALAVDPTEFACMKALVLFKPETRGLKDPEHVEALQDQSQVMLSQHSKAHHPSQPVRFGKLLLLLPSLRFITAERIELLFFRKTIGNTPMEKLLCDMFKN
Shn3 inh set2: reduces Shn3 3'UTR luciferase signal in osteoblasts. Clone20 osteoblast Shn3 3'UTR firefly luciferase, 24 h. inhibition, % at 12.5 µM. 0.52% of 360,000 active. AID 588674;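 active means mean inhibition of at least 75% with every replicate also reaching 75%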;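 further: 0% = median of neutral control wells and 100% = pilot-screen positive control compound; some compounds past the cut are filed as inactive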
HIF-2a inh: HIF-2a inhibition; 786-0 RCC cells HIF-2a reporter, luciferase luminescence, overnight; inhibition, % at 18.8 µM; 0.72% of 360,000 active;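 active means inhibition of the luminescence signal of 40% or more relative to plate controls, in a single-dose primary screen at 18.75 µM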
TWEAK Fn14 block: blocks TWEAK-Fn14 interaction in a reporter cell assay. AID 1159606. inhibition, % at 10 µM. 2% of 360,000 active. TWEAK-stimulated Fn14 reporter cells, luciferase luminescence, 8 h; in the data active means inhibition above about 50%
NR2E3 ag-2: activates human photoreceptor nuclear receptor NR2E3. AID 2300. 0.12% of 320,000 active. GST-NR2E3/biotin-RetCOR TR-FRET, 1536-well. inhibition of corepressor binding, % at 4.78 µM;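 active means percent inhibition above the cutoff of mean plus 3 SD of all tested compounds, set per screening campaign, cut at about 20% in these data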;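 further: 0% = DMSO wells and 100% = biotin wells as full block of FRET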
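System: GST-NR2E3 and biotin-RetCOR proteins; probe or stimulus: 7 nM biotin-RetCOR; doses: compound at 4.8 µM, single dose; schedule: Compound–protein incubation for 5 h at 4 °C; detection: time-resolved FRET; read-out: percent inhibition; controls: biotin wells as high control, 0.6% DMSO wells as low control; format: 1536-well plates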
CF NFkB block: inhibitors of cystic fibrosis induced NF-kB; KKLEB NF-kB-GFP reporter, PAF-induced, GFP fluorescence overnight; inhibition, % at 5 µM; 0.86% of 360,000 active; AID 588850;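 active means at least 50% inhibition at 5 µM, scaled per plate between neutral and stimulator controls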;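 further: PAF is a Pseudomonas aeruginosa culture filtrate used as stimulus; plate controls were PAF-stimulated DMSO wells for no effect and unstimulated DMSO wells for full effect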
KKLEB cytotox: counter-screen for CF NF-kB inhibitors: cytotoxicity | 0.36% of 360,000 active | KKLEB CF airway cells viability, ATPlite luminescence, overnight; active compounds read low; cells stimulated with P. aeruginosa culture filtrate | activity change (cytotoxicity), % at 5 µM;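 active means corrected activity change at or below -50% at 5 µM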
MITF TRPM1 inh: MITF TRPM1 promoter inhibition in SK-MEL-5 cells; SK-MEL-5 TRPM1 promoter luciferase, 24 h; inhibition, % at 12.5 µM; 0.83% of 330,000 active;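 active means mean inhibition across replicates of 60% or more, whatever share of single replicates reaches that level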; further: values of inactives mirror those of a sister screen read the other way
Peg3 promoter: inhibitors of Peg3 promoter. HeLa PEG-Prom luciferase reporter, luminescence, overnight. 1.7% of 360,000 active. inhibition, % at 20 µM;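 active means inhibition of at least 50% at 20 µM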
Numbers without * were called inactive; x = no result given. The list is partial; rates above refer to the full screens.

SMILES	TROY NFkB inh	C8 TRAIL sens	NR2E3 ag-1	Shn3 inh set2	HIF-2a inh	TWEAK Fn14 block	NR2E3 ag-2	CF NFkB block	KKLEB cytotox	MITF TRPM1 inh	Peg3 promoter
CCC(=O)N1CCN(c2ccc(NC(=O)c3ccc(Br)o3)cc2)CC1	-49	0	-10	-3	-30	0	-4	10	-21	-4	-72
CSc1ccc(C(=O)C2CCCN(C(=O)c3ccsc3)C2)cc1 (stereo not given)	6	-10	10	x	2	-2	1	-18	5	-2	16
Cc1[nH]nc(SCC(=O)N2CCOCC2)c1[N+](=O)[O-]	12	-4	12	10	-11	12	0	6	-7	-5	-9
Cc1nn(-c2ccc(F)cc2)c(Cl)c1C(=O)OC(C)C(=O)N(C)C1CCCCC1 (stereo not given)	-14	2	-20	19	19	4	2	-11	8	4	14
Cn1ncc2c(Nc3ccccc3Cl)nc(Cl)nc21	15	-16	-18	-9	26	17	-2	32	-7	6	27
CN(C)c1ccc(NC(=O)C2CCCN(S(=O)(=O)c3ccccc3)C2)cc1 (stereo not given)	6	-3	-20	3	17	-11	2	14	11	-2	13
CCOC(=O)Cc1c(C)nc2c(-c3cccc(Br)c3)c[nH]n2c1=O	-18	11	64	20	3	30	-2	-4	-11	3	58*
CCOC(=O)CNc1nc(Cl)nc(NC(C)(C)C)n1	3	-2	-6	0	7	0	4	14	0	-7	1
CCOc1ccc(N(CC(=O)NCc2ccc(Cl)cc2)S(=O)(=O)c2c(C)noc2C)cc1	-22	-28	-9	10	3	8	2	10	-3	5	3
Cc1cccc2c(N=NC(=O)c3ccc(NS(=O)(=O)c4cccs4)cc3)c(O)[nH]c12	-40	49	-7	-85	-66	9	-4	23	-1	-32	-149
CCOc1ccc2nc(C(C)O)[nH]c2c1 (stereo not given)	25	1	-23	-4	-1	39	-1	14	-6	9	3
C=CCNC(=O)CN(c1ccc(F)cc1)S(=O)(=O)c1ccc(OC)cc1	-7	1	2	4	3	21	1	1	3	-3	14
NC(=O)CN1CCN(c2ccccc2F)CC1	0	-1	-1	1	10	-15	1	-3	3	9	3
O=c1[nH]c(=O)n(C2OC(CO)C(O)C2O)cc1F (stereo not given)	-12	8	49	71	5	-49	x	11	-11	-13	75*
COc1ccc(OCc2ccc(C(=O)N3CCOCC3)cc2)cc1	-20	-7	-12	-11	-71	0	-1	4	5	-11	-22
CCCCCN(C(=O)CCC(=O)OCc1ccccc1Cl)c1c(N)n(CCCC)c(=O)[nH]c1=O	-13	-24	13	7	0	-2	0	11	-5	-3	8
O=C(Cc1noc2ccccc12)Nc1ccccn1	-38	-4	-54	-34	-140	-21	0	-13	-4	-69	-147
COc1cc(C=NNC(=O)c2ccccc2-n2cccc2)ccc1O	-9	11	23	6	12	11	x	6	4	12	21
CNC(=O)COC(=O)/C=C/c1cccs1	-2	2	-5	-1	-3	0	0	6	2	5	5
Cc1ccc(Cc2c(-c3cccc(Cl)c3)nc3c4ccccc4ccn23)cc1	6	-1	-25	18	-40	8	x	4	-8	x	-19
Cc1cccc(N2C(=O)SC(N(CC(=O)O)c3cccc(C)c3)C2=O)c1 (stereo not given)	-41	-5	-29	-26	-10	-48	-1	8	8	6	-19
CC(Sc1ccccc1)C(=O)NN=C1CCCCCC1 (stereo not given)	9	-4	-2	1	5	-1	1	13	-5	-4	1
Cc1ccc(CNC(=O)c2ccc3c(=O)n(CCCN4CCCC4=O)c(=S)[nH]c3c2)cc1	8	-24	-10	-3	15	2	-1	-6	16	3	11
CN1NC(c2ccccc2)NN(C)C1=O	-20	-7	21	15	-38	-1	x	-6	-18	x	3
Cc1cc(C)n(CCN(C)C(=O)c2cc(COc3c(F)cccc3F)on2)n1	-13	-1	-6	23	16	-4	0	-12	1	-3	-5
CCNC(=O)NC(=O)C(C)OC(=O)CNS(=O)(=O)c1c(Cl)cc(Br)cc1Cl (stereo not given)	-6	5	-3	-25	10	-4	0	-2	6	-4	-9
Nc1ccccc1Oc1ncc(C(F)(F)F)cc1Cl	8	-19	-3	-12	-21	-2	0	19	6	-5	-15
O=C(CCCC(=O)OCC(Cl)=C(Cl)Cl)Nc1ccccc1	-18	-2	13	-4	8	-8	2	-8	1	7	-9
CSc1nnc(CNS(=O)(=O)c2ccc(Br)cc2)n1C	13	-8	-19	-11	9	7	0	-8	5	7	1
Nc1nc2ccccc2n1CCOc1ccc(Br)cc1	-4	-7	-14	1	10	14	2	2	-3	1	4
CC(=O)N1Cc2cc(C(=O)NCc3cccc(F)c3)nc(-c3cccc(C4=CCCC4)c3)c2[C@H]1CCO	-11	-4	-38	x	2	-26	x	x	x	x	x
CCCN(C1CCS(=O)(=O)C1)S(=O)(=O)c1ccc(F)cc1 (stereo not given)	-25	-3	-10	-13	5	0	3	7	15	9	-3
Cc1c(C)c2c(OCC(=O)N3CCC(O)CC3)cc3c(c2oc1=O)CCC(C)(C)O3	-20	17	5	-21	6	-36	1	26	-18	1	10
O=C(O)CCc1ccc(-c2cccs2)n1CCC(=O)O	12	13	4	13	15	-6	2	-6	7	10	-5
O=C(O)C1C2CCC(O2)C1C(=O)Nc1ccc(O)cc1 (stereo not given)	9	4	-13	-22	12	-1	-1	-16	1	14	0
CCOC(=O)c1cncc(C#CCOC(=O)Nc2ccc(OC(F)(F)F)cc2)c1	1	-1	-4	3	11	-12	3	-3	3	7	17
COc1ccc(C(=O)Nc2cc(C)on2)c(OC)c1	-13	23	-108	-121	-296	20	3	-8	-1	-112	-301
O=C(NCCO)/C(=C/c1ccco1)NC(=O)c1ccco1	19	8	-33	-3	13	18	1	-7	12	7	0
CCCCNC(=O)Nc1ccc(C2SCCS2)cc1	-21	11	-48	6	-198	-36	1	-4	-11	-80	-202
Cc1c(Cl)cccc1NC(=S)N1CCCN(Cc2ccc(F)cc2)C1	2	-7	9	-3	-6	-9	0	14	-8	1	-10
Cc1cccc(NC(=S)NCc2ccccc2Cl)c1C	-8	-14	-17	7	-14	2	-1	5	6	-11	3
NC(=O)C[C@H](N)c1cn([C@@H](CC(N)=O)C(=O)N2CCNCC2)nn1	-11	-21	12	-16	-15	-15	1	15	-9	-8	-31
COc1ccc2o/c(=N/NC(=O)c3cccs3)c(C(N)=O)cc2c1	-68	6	-48	-15	-272	-15	-7	-11	-1	-75	-162
c1ccc(Cn2c(Cn3c(-c4cnccn4)nc4ccccc43)nc3ccccc32)cc1	-2	17	0	x	-5	13	x	x	x	x	x
CN(C)CCNc1oc(COc2ccc(-c3ccccc3)cc2)nc1C#N	-4	0	1	0	-14	-5	2	4	-9	9	-7

Full records from above. Values in the order: TROY NFkB inh | C8 TRAIL sens | NR2E3 ag-1 | Shn3 inh set2 | HIF-2a inh | TWEAK Fn14 block | NR2E3 ag-2 | CF NFkB block | KKLEB cytotox | MITF TRPM1 inh | Peg3 promoter
Profile of CN(C)CCNc1oc(COc2ccc(-c3ccccc3)cc2)nc1C#N = -4 | 0 | 1 | 0 | -14 | -5 | 2 | 4 | -9 | 9 | -7
Profile of O=C(O)CCc1ccc(-c2cccs2)n1CCC(=O)O = 12 | 13 | 4 | 13 | 15 | -6 | 2 | -6 | 7 | 10 | -5
Profile of O=C(NCCO)/C(=C/c1ccco1)NC(=O)c1ccco1 = 19 | 8 | -33 | -3 | 13 | 18 | 1 | -7 | 12 | 7 | 0

Further results follow.
SMILES	TROY NFkB inh	C8 TRAIL sens	NR2E3 ag-1	Shn3 inh set2	HIF-2a inh	TWEAK Fn14 block	NR2E3 ag-2	CF NFkB block	KKLEB cytotox	MITF TRPM1 inh	Peg3 promoter
O=C(CCNC(=O)c1ccccc1Cl)Nc1nc2ccc(F)cc2s1	0	18	-41	-66	-219	19	0	33	1	-49	-265
CCc1nnc(NC(=O)CCC(=O)NCc2ccc(C)cc2)s1	12	7	0	-6	4	8	0	-8	17	1	-1
CCOc1ccc(CNn2nnnc2N)cc1	5	-2	-8	3	14	-7	0	-5	-2	6	4
CCOc1ccc(C(=O)Nc2cccc([N+](=O)[O-])c2)cc1Br	-23	5	-8	-7	-112	-42	-1	20	-11	-57	-100
CCC(C)NC(=O)C1CCCN(S(=O)(=O)c2ccc(-n3cnnn3)cc2)C1 (stereo not given)	-12	-18	4	6	3	-9	0	15	-9	5	16
CCn1c(Cn2nnc(-c3ccccc3)n2)nnc1SCC(=O)Nc1ccc(C(C)=O)cc1	-25	5	-37	-63	-115	-7	3	-20	16	-39	-90
CN(C)c1ccc(CNS(=O)(=O)c2ccc3c(c2)C(C)(C)C(=O)N3C)cc1	-7	-14	-28	12	-6	-12	5	-21	14	3	-4
CCCS(=O)(=O)NC(=O)C1(C)CCN(C(=O)c2cc(C)n(C(C)(C)C)n2)C1 (stereo not given)	-2	11	2	-1	7	-30	x	19	-4	x	12
Cc1ccc2c(c1)cc(CN(Cc1cccs1)C(=O)c1ccco1)c1nnnn12	-2	39	-6	42	22	5	0	10	-8	5	26
O=C(CSCc1ccc(Cl)cc1)N/N=C/c1ccco1	5	-12	-14	3	6	-11	1	-2	5	-25	11
CC(=O)N1CCc2cc(S(=O)(=O)NCCCN3CCC(C)CC3)ccc21	5	0	1	-18	8	-12	-2	-10	4	-3	-4
CCOc1ccc(N2C(=O)C3CCCN3C2=O)cc1 (stereo not given)	11	5	-26	-21	-4	-5	2	-12	5	-4	-1
CC(C)OC(=O)/C(C#N)=C/c1c[nH]c2ccccc12	-29	-3	4	4	-125	14	-3	-4	-2	-2	-80
Oc1ccccc1/C=N/NC(=S)NC1CC2CC1C1C=CCC21 (stereo not given)	-16	-3	53	37	-240	12	-1	-17	-2	-30	-218
CCN(CC)C(=O)c1cccc(NC(=O)CC23CC4CC(CC(C4)C2)C3)c1	17	4	6	11	10	13	4	-4	1	-7	3
O=C(C[C@@H]1C/C=C/CC[C@H](Cc2ccc(F)cc2)C(=O)O[C@H](c2ccccc2)CNC1=O)NCCO	-11	-20	10	-11	6	1	x	-8	9	-6	-14
O=C(CCc1ccc(S(=O)(=O)N2CCOCC2)cc1)Nc1ccccc1F	-3	10	-36	-8	8	2	x	-5	2	-5	1
O=C(NCCC(=O)N1CCCCC1)c1ccccc1Cl	-2	-8	-29	-10	-2	-7	1	-15	13	3	-5
O=C1CCCCC1Nc1ccc([N+](=O)[O-])cc1 (stereo not given)	0	-13	5	5	-2	-17	x	-8	1	-5	-6
CC1=CCC(COC(=O)Nc2ccccc2)CC1 (stereo not given)	-20	29	-131	x	-304	-10	-1	0	1	-122	-323
C/C(=N/NC(=O)c1ccc(Br)o1)c1ccncc1	-67	-4	-48	0	-6	-17	1	-6	-1	-17	-3
O=C(O)C(Cc1ccccc1)n1c(=S)[nH]c2ccccc2c1=O (stereo not given)	-25	-2	11	12	12	13	3	-19	-9	11	11
O=C(c1ccc(Br)o1)N1CCN(CCc2ccncc2)CC1	3	3	-7	-2	9	-15	-1	2	-1	-7	16
